Screening results from PubChem.
SIRT5 inh = blocks human SIRT5 desuccinylation of peptide | Q9NXA8 | Purified SirT5, succinyl-peptide AMC, trypsin-coupled fluorescence | inhibition, % at 15 µM | 330,000 tested, 1.1% active | AID 652115; in the data active = inhibition above about 15%; inconclusive = no clear call, values can overlap the other calls
ERp5 inh = blocks human ERp5 reductase activity on insulin | Q15084 | ERp5 insulin aggregation, absorbance 650 nm, 90 min | inhibition, % at 9.99 µM | 350,000 tested, 0.05% active;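 active = mean replicate inhibition above about 25%, with every replicate also reaching it, limit read from the data, passing the limit was not always enough; inconclusive = only one of those two criteria met; inactive = neither criterion met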
Target sequence (Q15084 whole entry, looked up): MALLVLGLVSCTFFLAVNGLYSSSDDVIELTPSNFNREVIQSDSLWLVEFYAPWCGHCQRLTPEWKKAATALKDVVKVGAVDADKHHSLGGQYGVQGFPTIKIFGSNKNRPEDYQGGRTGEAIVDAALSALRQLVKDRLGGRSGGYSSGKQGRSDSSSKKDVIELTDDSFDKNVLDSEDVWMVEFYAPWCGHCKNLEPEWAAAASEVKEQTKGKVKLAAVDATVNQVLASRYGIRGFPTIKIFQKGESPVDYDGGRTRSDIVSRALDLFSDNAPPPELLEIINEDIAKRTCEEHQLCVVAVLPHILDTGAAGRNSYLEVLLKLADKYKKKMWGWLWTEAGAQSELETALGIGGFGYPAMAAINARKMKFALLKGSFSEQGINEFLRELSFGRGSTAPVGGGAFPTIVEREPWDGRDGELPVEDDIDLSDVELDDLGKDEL
S100A4 MyoIIA = blocks human S100A4 binding to myosin IIA peptide | P26447 | S100A4/TAMRA-MyoIIA peptide fluorescence polarization | inhibition, % at 10.7 µM | 360,000 tested, 0.14% active | AID 652163;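 active = mean inhibition of at least 70% across replicates, with every replicate also reaching that level; inconclusive = mean inhibition reaches 70% but some replicates fall short; inactive = mean inhibition below 70%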
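Compound dosing: one dose per compound; test system: human S100A4 monomer with TAMRA-labelled myosin IIA peptide; probe or stimulus: TAMRA-labelled myosin IIA heavy-chain peptide probe, 5 nM; medium: HEPES buffer with Ca2+, pH 7.2; schedule: 5 min incubation before reading; benchmarks: neutral control DMSO, positive control TFP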
DENV2 CPE rescue = inhibitors of DENV2 cytopathic effect | CPE inhibition, % at 9.99 µM | DENV2-infected cells, cytopathic effect rescue, plate reader | AID 651640 | 350,000 tested, 1.7% active; in the data active = CPE inhibition above about 20%, passing the limit was not always enough; inconclusive = no clear call, values can overlap the other calls; tested in BHK-21 cells;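 note: 0% = median of neutral control wells and 100% = median of positive control wells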
E-sel inducer = E-selectin induction on HUVECs; activation, % at 7.58 µM; HUVEC E-selectin immunofluorescence imaging; normalized: neutral wells 0, TNF-alpha wells 100; P16581; 260,000 tested, 0.37% active;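 active = mean E-selectin-positive cell signal at least 10% of the positive control, reached in at least 60% of replicates, without over 20% cell loss; inconclusive = no rule given, readout overlaps actives, possibly toxicity-flagged; inactive = the rest, including those meeting only one limit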;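 note: in these data hits start at about 27%; measured in HUVEC primary endothelial cells; signal is the percent of cells scored E-selectin positive by PE staining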
Target sequence (P16581 whole entry, looked up): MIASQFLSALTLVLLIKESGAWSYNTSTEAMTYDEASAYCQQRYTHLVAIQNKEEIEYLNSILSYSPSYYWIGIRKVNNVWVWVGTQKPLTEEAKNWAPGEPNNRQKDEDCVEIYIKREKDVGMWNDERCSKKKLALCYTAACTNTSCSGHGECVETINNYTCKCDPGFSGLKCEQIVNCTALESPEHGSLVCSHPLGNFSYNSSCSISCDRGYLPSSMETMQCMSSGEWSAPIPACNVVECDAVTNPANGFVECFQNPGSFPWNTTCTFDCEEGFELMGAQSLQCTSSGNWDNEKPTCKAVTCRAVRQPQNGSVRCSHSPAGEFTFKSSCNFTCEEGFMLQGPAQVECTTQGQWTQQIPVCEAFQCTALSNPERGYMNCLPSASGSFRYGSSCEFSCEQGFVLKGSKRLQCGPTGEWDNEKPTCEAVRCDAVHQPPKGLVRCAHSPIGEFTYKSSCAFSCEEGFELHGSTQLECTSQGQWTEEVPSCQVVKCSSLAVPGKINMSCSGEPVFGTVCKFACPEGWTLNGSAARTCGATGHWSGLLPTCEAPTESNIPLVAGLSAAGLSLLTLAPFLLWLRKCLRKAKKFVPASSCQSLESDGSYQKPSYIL
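Test system – human umbilical vein endothelial cells (HUVEC), E-selectin induction · Input – 3,000 HUVEC seeded per well · Buffer or medium – EGM-2, gelatin · Compound dosing – single-point compound dose · Detection – immunofluorescence imaging · Measure – percent E-selectin-positive cells · Controls – TNF-alpha high, DMSO low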
PglD inh = inhibitors of Campylobacter jejuni PglD acetyltransferase. purified PglD enzyme, DTNB colorimetric CoA detection. inhibition, % at 12.5 µM. 360,000 tested, 0.098% active; in the data active = inhibition above about 16%, passing the limit was not always enough; inconclusive = no clear call, values can overlap the other calls; note: strong numbers were not always called active
Statin myotox sup = suppressors of simvastatin-induced myotoxicity in C2C12 myotubes. AID 602340. ATP luminescence, 48 h; scaled: DMSO 0, geranylgeraniol control 100. rescue of ATP level, % at 7.49 µM. 330,000 tested, 0.78% active;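 active = mean ATP rescue above about 67%, or every replicate alone reaching that limit, limit read from the data, passing the limit was not always enough; inconclusive = no clear call, values can overlap the other calls; inactive = mean under the limit and some replicate under it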;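 note: myotubes were challenged with 10 µM simvastatin during compound exposure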
Active calls of the source: *; ? = inconclusive; . = not tested or not shown.

SMILES	SIRT5 inh	ERp5 inh	S100A4 MyoIIA	DENV2 CPE rescue	E-sel inducer	PglD inh	Statin myotox sup
COc1ccc(NC(=O)C2c3ccccc3OCC(=O)N2C2CC2)cc1 (centres undefined)	-9	-6	2	1	.	.	.
CC1(C)Cc2c(sc(NC(=O)c3ccccc3Cl)c2C(=O)O)CO1	-2	-5	-3	1	.	0	3
N#Cc1c(C(F)(F)F)cc(C2CC2)[nH]c1=O	.	-1	-1	-3	-0.2	-2	-16
O=C(NNc1c2ccccc2nc2ccccc12)C(O)c1ccccc1 (centres undefined)	0	-1	-3	-2	.	2	.
COc1ccc(CNC(=O)CN(C(=O)CCC(=O)Nc2ccccn2)c2cc(C)ccc2C)cc1	-1	2	-7	-5	0.1	-4	-25
COc1ccc(S(=O)(=O)N2CCSC2)cc1C	5	-3	-6	2	4.0	5	-3
O=C(Cc1ccc(NC(=O)C2CCCN(C(=O)C3CCC3)C2)cc1)Nc1cccc(C(=O)N2CCCCC2)c1 (centres undefined)	-2	0	-3	-8	1.0	1	-1
Cc1cc2oc(C(=O)NCCc3ccc(S(N)(=O)=O)cc3)c(C)c2cc1C	-4	-3	1	3	1.8	.	.
CC(C)NC(=O)N[C@@H]1CC[C@@H](CCNC(=O)C2CCC2)O[C@H]1CO	-3	-7	1	-5	-0.7	-2	0
CC(=O)N1[C@@H]2CC3C4CC=C5C[C@@H](O)CC[C@]5(C)C4CC[C@]3(C)[C@@]21C(C)=O (some centres undefined)	.	.	.	.	-0.3	2	1
COc1cccc(NC(=O)N(C)C[C@H]2Oc3ncc(C#Cc4ccccc4)cc3C(=O)N([C@H](C)CO)C[C@H]2C)c1	3	-1	-23	4	0.2	-2	24
CCOc1ccc(NC(=O)C2C3CC/C=C\CCC32)cc1 (centres undefined)	2	2	0	-8	.	.	.
CNC[C@H]1Oc2cc(C#CC3CCCCC3)ccc2S(=O)(=O)N([C@H](C)CO)C[C@@H]1C	2	-2	-5	-2	0.4	-1	-29
Nc1ccc(CC(N)c2csc(Nc3cc(Oc4ccccc4)ncn3)n2)cc1 (centres undefined)	0	-6	-1	46*	-0.2	0	8
COc1ccc(NC(=O)Nc2cccc3c2O[C@@H](CN(C)Cc2ccc(-c4ccccc4)cc2)[C@@H](C)CN([C@@H](C)CO)C3=O)cc1	-1	-9	1	-10	-0.1	4	.
O=C(Cc1cc(=O)[nH]c(=O)[nH]1)NCC1CCCO1 (centres undefined)	-1	3	-1	0	3.2	3	-2
COc1ccc(-c2noc(CCC(=O)N3CCN(c4ccccc4)CC3)n2)cc1	1	-2	17	?	-0.2	0	2
C[C@@H]1CN([C@@H](C)CO)C(=O)c2cccc(NS(=O)(=O)c3ccc(Cl)cc3)c2O[C@@H]1CN(C)C(=O)NC1CCCCC1	-1	3	-10	1	11	0	13
CC1=NN(c2ccccc2C)C(=O)C1	.	5	1	-5	-0.1	0	0
CCC(C)c1ccccc1N1CC(C(=O)N2CCN(c3ccccc3)CC2)CC1=O (centres undefined)	-3	-3	-4	11	-0.2	.	.
CC(C)=C1C(=O)NN(c2ccc(C)c(Cl)c2)C1=O	12	8	-7	-8	.	.	4
CSc1ccc(S(=O)(=O)N2CCC(C(=O)NCc3ccncc3)CC2)cc1	-2	0	0	4	0.2	-3	-43
O=C(C[C@H]1C=C[C@@H](NC(=O)Nc2ccccc2F)[C@H](CO)O1)NCc1ccccc1	-6	-4	-1	14	0.0	.	.
CCC(C)NC(=O)CN1C(=O)CSc2ccc(S(=O)(=O)N3CCCC3)cc21 (centres undefined)	0	3	1	-2	.	-1	0
CC(C)c1ccc(S(=O)(=O)N2CCN(C(=O)C3=COCCO3)CC2)cc1	-4	4	0	-6	-0.8	3	4
O=C(CCNC(=O)c1ccccc1)NCCCc1ccccc1	-2	-2	0	-9	.	-4	5
Cc1ccccc1-c1ccc2c(c1)O[C@@H](CN(C)C(=O)C1CC1)[C@H](C)CN([C@@H](C)CO)S2(=O)=O	-1	1	1	2	0.7	-12	-47
CC(=O)N1CCN(c2ccc(N3CCN(C(C)=O)[C@H](C)C3)c(C)c2)[C@H](C)C1	-2	0	-19	1	0.0	.	.
O=C(NNc1nc2ccccc2s1)Nc1ccc(Cl)c(Cl)c1	8	5	-8	-3	5.7	.	.
CCOC(=O)C1CCCN(CC(O)COC(c2ccccc2)c2ccccc2)C1 (centres undefined)	-2	1	-17	10	0.0	-2	-14
COc1ccc(CNC(=O)C[C@@H]2CC[C@H]3[C@@H](COc4ccc(NC(C)=O)cc4C(=O)N3C)O2)cc1	-4	2	1	13	0.2	2	4
CC(NC(=O)COc1ccccc1)C(=O)NCc1ccc(S(N)(=O)=O)cc1 (centres undefined)	.	-4	-4	2	0.1	2	-7
CCn1c(=O)cc(SCC(=O)NCc2ccc3c(c2)OCO3)c2ccccc21	1	4	-1	.	.	-4	0
Cn1nnnc1SCC(=O)NNC(=O)c1ccc(Br)cc1	20*	-6	-4	-1	.	.	.
CCCNC(=O)Nc1ccc2c(c1)OC[C@H](C)N(Cc1ccc(-c3ccccn3)cc1)C[C@H](C)[C@@H](OC)CN(C)C2=O	0	-2	-7	-6	-0.1	.	.
Cc1csc(NC(=O)CSc2ncc(-c3ccccc3)[nH]2)n1	1	2	0	-8	2.2	4	.
Cc1ccc(C)c(OCc2nnc(NC(=O)c3ccc4c(c3)OCO4)s2)c1	0	0	-2	-4	-0.3	.	-19
O=C(Nc1ccc2c(c1)OCCO2)C1CCCN(S(=O)(=O)c2cccc3nsnc23)C1 (centres undefined)	-9	1	12	3	.	4	-7
CCOc1ccc(CCN2C(=O)C3C4C=CC(C4)C3C2=O)cc1OCC (centres undefined)	.	9	11	3	.	-5	-23
O=C(C[n+]1cc(-c2ccc(Br)cc2)n2c1CCCCC2)c1ccccc1	1	5	-6	2	.	.	.
CCOC(=O)C1CCN(C(=O)c2cc(C(C)(C)C)nn2Cc2ccccc2)CC1	-1	2	3	-3	0.3	0	16
C[C@@H]1CCCCO[C@@H](CN(C)CC2CCCCC2)[C@@H](C)CN([C@@H](C)CO)C(=O)c2cc(N(C)C)ccc2O1	3	-1	1	-8	0.1	1	-11
CCOc1cccc(OCCCCn2cnc3ccccc3c2=O)c1	-1	4	-5	1	0.4	1	-11
CN1CCn2cnc(C(=O)NCC(=O)OC(C)(C)C)c2C1=O	-3	0	37	-13	-0.2	0	9
CCc1cccc(CN2CCC(CNC(=O)Nc3ccc(Cl)cc3)CC2)c1	-4	?	2	-3	.	.	-17
CN1CCN(C(=O)C2CCCN(S(=O)(=O)c3ccccc3)C2)CC1 (centres undefined)	0	0	0	0	.	-6	0
Cc1noc(C)c1NC(=O)N(C)C[C@H]1OCCCC[C@H](C)Oc2ccc(NC(=O)CCC(F)(F)F)cc2C(=O)N([C@@H](C)CO)C[C@H]1C	0	-1	17	10	-0.2	-4	.
COc1cc(/C=C/C(=O)OCC(=O)NCc2ccccc2OC)ccc1O	-3	3	-1	-1	-0.2	.	14
CC1C(c2ccccc2)OCCN1C(=S)NC(=O)c1ccccc1 (centres undefined)	1	2	4	9	-0.2	.	.
COCCCN1C(=O)c2[nH]nc(-c3cc(C)cc(C)c3O)c2C1c1ccc(O)c(OC)c1 (centres undefined)	-3	-7	1	.	.	-3	22
COc1ccc(NC(=O)c2ccc(Cl)c(S(=O)(=O)N3CC(C)OC(C)C3)c2)cn1 (centres undefined)	1	0	-5	-6	-0.1	-7	9
CC(C)(C)c1ccc(C(=O)N2CCC(NC(=O)c3ccccc3)CC2)cc1	-2	4	-6	?	-0.1	1	-1
O=c1oc2ccccc2c(O)c1Cc1cc(Cl)c2cccnc2c1O	-7	2	-3	0	3.9	.	38
Cc1cccc(-n2c(SCC(=O)N3CC(=O)Nc4ccccc43)nc3ccccc3c2=O)c1C	-2	4	-14	-6	.	.	.
CC(C)CC(=O)N1CC(C)N(C(=O)CC(C)C)CC1C (centres undefined)	1	-6	5	?	-1.8	.	.
O=C(CCNC(=O)C1CCN(S(=O)(=O)c2ccc(F)cc2)CC1)NC1CC1	-5	2	-1	1	0.3	-2	1
COc1cccc(C(=O)NC2C(=O)N3C(C(=O)O)=C(COC(C)=O)CSC23)c1 (centres undefined)	0	-3	-6	-3	.	1	-25
COCC#Cc1ccc([C@@H]2[C@H]3CN(Cc4cccnc4)CCCCN3[C@H]2CO)cc1	1	-4	8	-4	0.2	3	.
COc1cccc(CNC(=O)[C@H]2[C@H](CO)[C@H]3Cn4c(ccc(-c5cncnc5)c4=O)[C@H]3N2C)c1	3	5	-12	-2	-0.1	2	18
O=S(=O)(NCCN1CCOCC1)c1ccc2ccccc2c1	0	1	-8	5	-0.1	-2	-7
The results go on:
SMILES	SIRT5 inh	ERp5 inh	S100A4 MyoIIA	DENV2 CPE rescue	E-sel inducer	PglD inh	Statin myotox sup
O=C(C[C@H]1C[C@H]2c3cc(NC(=O)C4CCC4)ccc3O[C@H]2[C@@H](CO)O1)NCc1cccc(F)c1	.	-3	-1	12	-0.5	5	-8
Cc1ccc(S(=O)(=O)N2CCCCC2)cc1NS(=O)(=O)c1cccc(C(=O)O)c1	0	-10	-1	-6	-1.2	.	.
CO[C@@H]1CN(C)C(=O)c2cc(NS(=O)(=O)c3ccc(C)cc3)ccc2OC[C@H](C)N(C(=O)NC(C)C)C[C@H]1C	0	-1	-3	-4	0.1	3	16
CCOc1ccc(OCC)c(S(=O)(=O)NCc2ccccc2)c1	-2	2	-4	-3	0.0	3	20
C=CCN1C(=O)/C(=C2/Sc3ccc(OC)cc3N2C)SC1=NCc1ccccc1	-1	-4	-2	0	1.3	-1	8
CC(C)C(=O)Nc1ccc2c(c1)C(=O)N(C)[C@@H]1CC[C@H](CC(=O)Nc3ccccc3)O[C@H]1CO2	-1	1	11	-3	0.0	0	-7
COc1ccc(NC(=O)c2ccc3nc(C)sc3c2)cc1	3	0	-10	6	.	4	-5
O=C([C@@H]1[C@@H](CO)[C@@H]2Cn3c(cccc3=O)[C@H]1N2CC1CC1)N1CCc2ccccc2C1	0	12	-3	9	0.3	0	-34
C[C@@H]1CN([C@@H](C)CO)C(=O)c2cc(-c3ccncc3)cnc2O[C@@H]1CN(C)C(=O)c1ccncc1	-1	6	-30	-1	-0.1	3	26
COc1ccc(CN(C)C[C@@H]2OCCCC[C@@H](C)Oc3ccc(NC(=O)Nc4ccc(F)cc4)cc3C(=O)N([C@H](C)CO)C[C@H]2C)cc1	9	-5	5	0	0.3	-6	-366
CCN1C(=O)N[C@@H](c2ccccc2)[C@H](C(=O)OC)[C@H]1C	.	.	.	.	0.4	-4	2
COc1ccc(S(=O)(=O)N2CCC(C(=O)NCC3CC3)CC2)cc1	0	0	0	-8	-0.2	.	-2
COc1ccc(/C=C2\SC(=S)N(CCC(=O)Nc3ccccn3)C2=O)cc1OC	-1	4	-3	-2	0.0	0	2
O=C(Cc1ccncc1)NCC[C@@H]1CC[C@H](NS(=O)(=O)c2ccccc2Cl)[C@H](CO)O1	4	2	33	2	-0.1	1	1

Two entries drawn at random from those above:
SMILES	SIRT5 inh	ERp5 inh	S100A4 MyoIIA	DENV2 CPE rescue	E-sel inducer	PglD inh	Statin myotox sup
CCN1C(=O)N[C@@H](c2ccccc2)[C@H](C(=O)OC)[C@H]1C	.	.	.	.	0.4	-4	2
COc1ccc(S(=O)(=O)N2CCC(C(=O)NCC3CC3)CC2)cc1	0	0	0	-8	-0.2	.	-2

Printed as active in SIRT5 inh, among the entries above:
Compound,SIRT5 inh,ERp5 inh,S100A4 MyoIIA,DENV2 CPE rescue,PglD inh
Cn1nnnc1SCC(=O)NNC(=O)c1ccc(Br)cc1,20*,-6,-4,-1,.

A portion of the library. The share of hits here may be higher or lower than overall.
